Source: PubChem BioAssay (several laboratories)
M1AAP inhibition: malaria alanyl aminopeptidase activity blockers – biochemical, fluorogenic H-Leu-NHMec substrate, 1536-well (AID 1445); hit rate 0.42% among 220,000; recombinant M1AAP, H-Leu-NHMec fluorogenic kinetic assay; higher % means a stronger effect; inhibition, % at 30 µM, or IC50 in µM where a hit was titrated;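 active = primary inhibition above the hit cutoff, then over 50% inhibition at one or more dose response concentrations, cut at about 23% in these data, passing the limit was not always enough; inconclusive = conflicting primary data, or primary hits not chosen for dose response; inactive = low primary inhibition, or under 50% at every dose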;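 also: plate controls were DMSO full reaction for no effect and no enzyme background for full effect; strong numbers were not always called active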
T cell modulator: T cell immune modulators affecting CD8 T cell-vesicle binding. calls only at 7 µM. 2C CD8+ T cell-vesicle binding, flow cytometry; stronger effect = lower value. hit rate 0.068% among 330,000;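 active = response, share of CD8 T cells binding vesicles, and their 90th percentile fluorescence all below set limits, cut at about 80% in these data, passing the limit was not always enough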
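Incubation: binding step 1.5 h, 37 °C, antibody labelling 20 min, ice; system: murine 2C transgenic CD8+ T lymphocytes; technique: cytometric PE anti-B7-1 and Alexa647 anti-CD8 signals after 1% paraformaldehyde fixation; also added: QL9-charged Drosophila Ld/ICAM-1/B7-1 vesicles; control set: naked versus QL9-loaded vesicles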
WT yeast gro inh: growth inhibition of WT yeast, mitochondrial fusion screen. mitochondrial fusion phenotypic screen, WT strain. AID 1362. hit rate 2.1% among 190,000. inhibition, % at 10 µM; in the data active = inhibition above about 58%; tested in S. cerevisiae
b-catenin transl: alters nuclear translocation of beta-catenin in HeLa cells; immunofluorescence imaging; nuclear translocation activity, % at 5 µM; hit rate 0.3% among 190,000;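 active = nuclear translocation activity above 50% at 5 µM, with a well cell count of 50 or more; inconclusive = wells under 50 cells across six images, flagged as toxic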;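 also: per-cell ratio of nuclear to cytoplasmic median beta-catenin stain intensity; plate controls were DMSO negative control for no effect and GSK-3 inhibitor IX positive control for full effect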
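Read-out: Nuclear/cytoplasmic beta-catenin signal ratio, % activation | Assay system: Human HeLa cell line | Times: 24 h compound exposure at 37°C, 5% CO2 | Signal: Fluorescence imaging of beta-catenin antibody stain plus DAPI | Dosing: 5 µM primary, 0.02–20 µM confirmation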
MT stabilize HCS: stabilizes microtubules in HeLa cells; HeLa tubulin immunostaining HCS, 24 h; share of cells brighter than vehicle mean+2SD; AID 2205; % tubulin-high responders, % at 10 µM; hit rate 0.83% among 200,000;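 active = plate Z-score above 3 for both tubulin-high and condensed-nucleus cell shares, with cell loss under 80%, at 10 µM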;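 also: anti alpha tubulin signal scored within the nucleus-defined area of each cell; some results filed as inactive read as strong as hits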
Yfh1-depleted yeast: mitochondrial function rescue without frataxin homolog – Friedreich's ataxia, plus single-dose screen, dose response (AID 1465); S. cerevisiae Yfh1-off respiration, WST-1 reduction, 72 h; higher fold induction means a stronger effect; one-dose fold induction at 50 µM; EC50 in µM for titrated hits; hit rate 0.074% among 220,000;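 active = fold induction of absorbance versus untreated yeast above a set limit, then at least 30% activation at any dose in follow-up; inconclusive = repeats straddling the limit, or above it without dose testing; inactive = fold induction below the set limit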;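 also: activators that raise dye reduction in frataxin-depleted yeast; strong numbers were not always called active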
Autophagy HCS: alters autophagy in cells; MEF GFP-LC3 puncta imaging; test concentration mostly 10 µM; calls only at 10 µM (by protocol); hit rate 0.98% among 190,000;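 active = percentage of spot-positive cells more than 3 SD above its plate mean, without a fluorescence outlier flag or 80% toxicity; inconclusive = no clear call, values can overlap the other calls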;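 also: spot-positive cell cutoff set from DMSO-treated cells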
Dynein transport: blocks dynein driven cargo transport along microtubules. 3617.4 mouse cells, GR-EGFP nuclear translocation imaging; test concentration mostly 20 µM; stimulated with dexamethasone, 1 µM; stronger effect = lower value. z-score, hits read low. hit rate 0.47% among 220,000. AID 1381;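 active = plate z-score of nuclear minus cytoplasmic receptor signal below a set negative limit, without overly bright fluorescence or cell loss, cut at about -3.5 in these data, passing the limit was not always enough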;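 also: z-score of nuclear minus cytoplasmic ring GR-EGFP intensity difference per well; some compounds called inactive have numbers as strong as hits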
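Also added – dexamethasone, 1.0 µM final · Buffer or medium – tet-free, stripped-serum medium · Schedule – induction 48 h, compound 1 h, agonist 30 min · Detection – formaldehyde fixation, Hoechst nuclear stain, 10x automated fluorescence imaging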
P. falciparum M17LAP: P. falciparum M17LAP inhibitors, primary screen, biochemical, fluorogenic H-Leu-NHMec substrate, 1536-well (AID 1619) | recombinant M17LAP, H-Leu-NHMec fluorogenic kinetic assay; higher % means a stronger effect | inhibition, % at 30 µM; hits with a dose series show IC50 in µM | hit rate 0.38% among 220,000;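 active = compound inhibiting the enzyme by more than half at any dose during confirmatory dose-response retesting; inconclusive = strong single-dose inhibitors picked by rank but not retested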;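 also: plate controls were full reaction with DMSO carrier for no effect and no enzyme background for full effect; strong numbers were not always called active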
WT yeast gro inh mutant strain: also measured in WT yeast gro inh; calls as there; inhibition, %; mitochondrial fusion phenotypic screen, mutant strain inhibition
Dynein transport cytoplasmic EGFP: second read-out of Dynein transport, no call of its own (marks repeat the call); z-score; measured here: cytoplasmic GR-EGFP intensity; stronger effect = higher value
Dynein transport nuclear GR-EGFP: further read-out of Dynein transport, marked with its call; z-score; measured here: nuclear GR-EGFP intensity;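 lower value marks the stronger effect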
Dynein transport cell count: further read-out of Dynein transport, marked with its call; z-score; measured here: cell count per field
b-catenin transl cell count 5 µM: also measured in b-catenin transl; calls as there; cell count; measured here: cell count, cytotoxicity flag
T cell modulator vesicle-bound %: further read-out of T cell modulator, marked with its call; double positive events, %; measured here: CD8+ vesicle-bound cell fraction;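 binding gate set so that unloaded-vesicle control wells show 10% double positive cells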
MT stabilize HCS Hoechst-high %: second read-out of MT stabilize HCS, no call of its own (marks repeat the call); % Hoechst-high responders; measured here: nuclear condensation Hoechst responders;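 share of cells brighter than vehicle mean plus two SD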
MT stabilize HCS cytotoxicity %: further read-out of MT stabilize HCS, marked with its call; toxicity, %; measured here: cytotoxicity by cell density;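 0% = mean cell density of plate MIN control wells and 100% = no cells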
Autophagy HCS cell loss 18 h: recorded beside Autophagy HCS, whose call it bears; toxicity, %; measured here: cell loss, nuclei count;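 cell loss after 18 h compound exposure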
Active calls of the source: *; i = inactive; ? = inconclusive; / = not tested or not shown; + = active, no number. Hits appear at their usual frequency; 4.4% or so of the library scored in one or more.

SMILES	M1AAP inhibition	T cell modulator	T cell modulator vesicle-bound %	WT yeast gro inh	WT yeast gro inh mutant strain	b-catenin transl	b-catenin transl cell count 5 µM	MT stabilize HCS	MT stabilize HCS Hoechst-high %	MT stabilize HCS cytotoxicity %	Yfh1-depleted yeast	Autophagy HCS	Autophagy HCS cell loss 18 h	Dynein transport	Dynein transport cytoplasmic EGFP	Dynein transport nuclear GR-EGFP	Dynein transport cell count	P. falciparum M17LAP
Cc1nc2c(C)cccn2c1/C(O)=C1\C(=O)C(=O)N(CCN2CCOCC2)C1c1cccs1 (stereo unspecified)	11.6%	i	61.8	-24.5	-16.5	/	/	2.6	1.6	11.1	i	i	9.5	0.633	-0.224	0.188	0.0266	30.2%
Cc1cc(C)c(C#N)c(SCC(=O)Nc2ccc3c(c2)OCO3)n1	3.8%	i	49.5	1.4	-4.7	-0.7	1106	2.1	1.4	9.8	i	i	-7.9	-0.495	-0.185	-0.394	0.376	2.6%
Nc1c(C(=O)c2ccccc2)oc2ccc(Br)cc12	1.8%	i	21.5	21.8	9.3	-0.6	841	5.1	3.4	0.7	i	i	10.9	-0.292	-0.196	-0.111	0.422	-7.8%
CC(C)c1ccc(/C=C/C(=O)Nc2ccc(CN3CCOCC3)cc2)cc1	3.8%	i	20.7	/	/	-0.1	1040	/	/	/	i	/	/	1.11	-0.274	0.499	-0.571	-0.8%
Cc1ccc(C)c(C2=NNC(=NCc3ccccc3)SC2)c1	0.4%	/	/	13.0	23.5	1.9	1125	2.5	1.8	10.3	i	i	-0.6	0.992	-0.313	0.127	-0.039	-3.8%
Cc1onc(C(=O)N2CCN(c3ccccc3F)CC2)c1-c1ccccc1Cl	1.7%	i	32.1	9.4	-15.1	-3.1	535	2.3	1.4	2.3	i	i	31.6	0.133	-0.271	0.0509	0.638	3.3%
O=C(N/N=C/c1cn(CC(=O)N2CCOCC2)c2ccccc12)c1cccnc1	8.8%	i	34.4	/	/	-0.1	1341	/	/	/	i	/	/	-0.171	-0.0183	0.426	0.407	37.7%
CCOc1ccc(Cc2nc(C)c(CC(=O)N3CCCCC3)c(=O)[nH]2)cc1	-6.0%	i	20.4	11.4	9.0	0.8	935	4.9	2.5	9.8	i	i	-3.7	-0.398	-0.244	-0.107	0.0625	1.0%
CCOC(=O)C(=O)N1c2ccccc2C(N(C(=O)C(=O)OCC)c2ccccc2)CC1C (stereo unspecified)	2.0%	i	26.7	/	/	0.2	1317	/	/	/	i	/	/	-0.665	-0.293	0.243	-0.0595	-0.3%
S=c1[nH]nc(-c2cc(-c3ccccn3)nc3ccccc23)o1	6.9%	i	36.2	/	/	3.2	1309	/	/	/	i	/	/	-0.0441	-0.728	-0.164	-0.24	29.2%
O=C(C(Cc1ccccc1)n1cccc1)N1CCN(C2CCCCC2)CC1 (stereo unspecified)	10.6%	i	13.2	14.7	7.7	/	/	4.9	3.6	11.5	i	i	13.1	-0.832	0.173	-0.295	0.766	6.8%
COc1ccc(CCNC(=O)c2noc3c2CCCC3)cc1OC	9.5%	i	29.9	-0.6	-3.6	-1.1	1057	2.7	1.1	4.6	i	i	-2.3	-0.907	-0.194	-0.183	0.477	-8.5%
CC(=O)Nc1ccc(C(=O)CSc2nc3ccc(C)cc3[nH]2)cc1	5.2%	i	80.0	3.9	8.9	-0.5	950	3.0	3.3	6.2	i	i	3.2	-0.102	-0.221	-0.49	-0.118	-2.4%
S=C1NC[C@H](Cc2ccccc2)N1CCc1cccc2ccccc12	0.2%	i	51.1	/	/	-1.5	1199	/	/	/	i	/	/	-0.145	-0.789	-0.0332	-0.265	-1.5%
Cc1ccc(CNC(=O)Cn2c(=O)n(-c3ccccc3)c(=O)c3sccc32)cc1	0.3%	i	54.5	-3.9	12.9	3.5	1034	6.0	2.1	5.6	i	i	9.0	-0.55	-0.275	0.0653	0.000561	0.6%
O=C(CCCN1C(=O)c2ccccc2C1=O)NCc1ccco1	3.6%	i	46.7	-10.7	6.2	1.3	563	4.3	1.8	4.4	i	i	-8.8	1.38	-0.225	0.75	-0.49	10.2%
COc1ccc(Br)c(C(=O)NC2CCCC2)c1	-4.2%	i	29.1	3.6	-8.8	2.4	989	3.7	2.0	7.1	i	i	1.1	1.21	0.281	0.321	-1.1	-3.3%
Cc1ccccc1NC(=O)Cn1nnc(-c2ccc(CN3CCC(C)CC3)cc2)n1	/	i	27.5	/	/	0.2	1365	/	/	/	i	/	/	-0.522	-0.826	-0.5	0.566	/
CC1(C)CC(=O)c2sc(NC(=O)C3COc4ccccc4O3)nc2C1 (stereo unspecified)	17.0%	i	14.6	-7.5	-8.3	-1.0	1171	3.3	3.7	8.7	i	i	14.3	-0.647	-0.0294	-0.334	0.319	32.1%
COc1ccccc1/C=C/C1=NC(=C\C=C/c2ccccc2)/C(=O)O1	15.1%	i	53.9	2.2	0.3	-0.6	1031	4.0	1.1	2.3	i	i	-0.2	-0.151	1.31	0.563	-0.964	79.8%
CCOC(=O)N1CCC(=NNC(=O)c2ccc(O)cc2)CC1	6.4%	i	11.7	-11.7	3.4	0.5	1045	3.2	3.9	9.0	i	i	0.2	-0.646	0.378	-0.143	0.422	-4.7%
O=C(Nc1nnc(-c2cccs2)o1)c1ccc(S(=O)(=O)N2CCOCC2)cc1	-10.6%	i	45.8	-4.8	-5.6	-1.3	1104	2.6	2.0	7.3	i	i	5.4	0.243	-0.333	-0.411	0.416	9.7%
CCN(CC)c1ccc(O)c(C=Nc2ccc(C)c(C)c2)c1	11.3%	i	52.8	16.4	11.2	-0.2	1537	3.4	1.3	4.9	i	i	15.8	2.82	-0.00796	2.23	-1.22	3.3%
O=C(CN1C(=O)c2ccccc2S1(=O)=O)NC(Nc1ccccc1F)C(Cl)(Cl)Cl (stereo unspecified)	3.9%	i	32.2	9.4	2.5	-0.2	1121	1.5	1.2	1.6	i	i	11.1	-0.465	-0.244	-0.0761	0.826	0.4%
O=C(CCn1ccc([N+](=O)[O-])n1)Nc1nccs1	7.9%	i	46.1	-14.4	2.5	0.4	1517	6.2	2.4	8.9	i	i	-4.3	0.114	-0.285	-0.0346	-0.356	5.5%

Going on with the list:
SMILES	M1AAP inhibition	T cell modulator	T cell modulator vesicle-bound %	WT yeast gro inh	WT yeast gro inh mutant strain	b-catenin transl	b-catenin transl cell count 5 µM	MT stabilize HCS	MT stabilize HCS Hoechst-high %	MT stabilize HCS cytotoxicity %	Yfh1-depleted yeast	Autophagy HCS	Autophagy HCS cell loss 18 h	Dynein transport	Dynein transport cytoplasmic EGFP	Dynein transport nuclear GR-EGFP	Dynein transport cell count	P. falciparum M17LAP
O=C(/C=C/Nc1ccccc1)c1ccc(Oc2ncccn2)cc1	4.7%	i	18.0	-16.1	7.1	/	/	1.8	1.6	1.8	i	i	-21.3	-0.377	-0.209	-0.307	0.339	6.7%
CCOC(=O)n1c(=O)oc2cc(S(=O)(=O)N3CCCCC3)ccc21	6.7%	i	40.4	-15.1	-0.7	-2.7	1183	1.5	1.3	1.6	i	i	3.1	-1.31	-0.135	-0.438	-0.295	0.9%
N#C/C(=C1/CCCN1)c1ccccn1	2.4%	i	20.0	1.1	12.3	-0.6	1240	2.4	1.6	5.9	i	i	-23.3	0.0774	-0.0376	0.474	0.884	0.2%
CC(=O)c1ccc(NC(=O)C2C3C=CC(C3=C(c3ccccc3)c3ccccc3)C2C(=O)O)cc1 (stereo unspecified)	5.7%	i	30.7	-9.1	7.3	-1.8	1140	1.7	1.8	4.5	i	i	-4.0	0.175	-0.309	0.317	-0.502	19.4%
CCN(CC)S(=O)(=O)c1ccc(C)c(NC(=O)COc2ccc3c(C)cc(=O)oc3c2)c1	7.4%	i	22.2	-10.5	0.2	2.5	1088	2.8	2.8	10.9	i	i	-2.6	-0.894	-0.223	-0.625	0.105	-3.4%
CCN(C(=O)COC(=O)/C=C/c1cccc([N+](=O)[O-])c1)c1ccccc1	6.7%	i	39.2	-3.8	14.8	1.0	1035	6.6	1.3	10.8	i	i	9.8	0.6	-0.294	-0.0651	-0.128	-4.2%
Cc1[nH][nH]c(=O)c1C(c1ccc(-c2ccc(Cl)c(C(=O)O)c2)o1)c1c(C)[nH][nH]c1=O	7.1%	/	/	-0.7	-13.3	-0.6	1121	1.0	0.6	4.6	i	+	12.9*	0.428	-0.354	-0.438	0.598	?
CNc1nc(C)cc(C)c1S(=O)(=O)c1ccc(Cl)cc1	12.0%	i	58.3	-24.1	-53.2	/	/	3.0	1.7	7.2	i	i	11.5	0.566	-0.23	0.556	0.252	-5.8%
COc1ccc(-c2cc(-c3n[nH]c(=S)n3-c3cc(OC)ccc3OC)[nH]n2)cc1	5.5%	i	3.7	7.5	-0.5	-2.1	1020	2.5	1.9	3.1	i	i	15.3	1.04	-0.227	0.589	-1.04	1.6%
O=C(NCC1CCCO1)c1cc2c(s1)CS(=O)(=O)C2 (stereo unspecified)	1.9%	i	33.5	-7.9	-2.9	0.9	907	3.2	0.2	1.5	i	+	12.1*	0.206	-0.156	0.546	0.709	4.8%
